MITF TRPM1 HTS = activators of MITF-driven TRPM1 promoter reporter, primary screen, cell-based, SK-MEL-5, luciferase, single point; SK-MEL-5 TRPM1-promoter luciferase, 24 h; % of positive control, neutral wells = 0; activation, % at 12.5 µM; AID 588334, 2011; 0.75% of 300,000 active;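 active = mean activation of at least 80% with every replicate also reaching 80%; inconclusive = mean reaches 80% but some replicate falls short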;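 note: 0% = neutral control wells and 100% = parthenolide positive control wells; values of inactives mirror those of a sister screen read the other way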
Tat transport = E. coli Tat export inhibitors, primary screen, MC4100, TorA-mCherry reporter, fluorescence, single point; inhibition, % at 10 µM; 0.036% of 340,000 active;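 active = mean replicate inhibition at least 50% and at least half of replicates individually reaching 50%; inconclusive = only one of the two criteria met; inactive = neither criterion met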;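 note: exported cargo escapes ClpAP degradation while cytoplasmic cargo is degraded and loses fluorescence; 0% = median of neutral control wells and 100% = median of NaSCN control wells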
CAL PDZ FP-1 = CAL PDZ peptide-binding inhibitors, primary screen, biochemical, fluorescence polarization, Cer-tagged CAL PDZ, HTS; inhibition, % at 20 µM; 0.02% of 330,000 active; AID 504414, 2011; Golgi-associated PDZ and coiled-coil motif-containing protein (Homo sapiens), Q9HD26; purified CAL PDZ, TMR-peptide fluorescence polarization, 1 h;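 active = highest replicate inhibition of at least 40%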;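 note: plate controls were DMSO neutral control wells for no effect and unlabeled competitor peptide control wells for full effect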
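material = purified tagged CAL PDZ domain construct (CerCALP) | compound dosing = 20 µM, one dose | times = 1 h at RT | measured by = fluorescence polarization from S- and P-plane intensities, G-factor corrected | read-out = inhibition from polarization loss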
SR-BI HDL uptake = inhibitors of SR-BI mediated HDL lipid uptake, primary screen, ldlA[mSR-BI] cells, fluorescence, single point; ldlA[mSR-BI] CHO cells, DiI-HDL uptake fluorescence, 3 h; inhibition, % at 12.5 µM; 0.96% of 320,000 active;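 active = mean replicate inhibition of at least 70% and a set share of replicates each scoring 70 or more; inconclusive = meets just one of the two criteria; inactive = fails both criteria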;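 note: 0% = median of neutral control wells and 100% = median of positive control wells; values of inactives mirror those of a sister screen read the other way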
Target sequence (Q61009 whole entry, looked up): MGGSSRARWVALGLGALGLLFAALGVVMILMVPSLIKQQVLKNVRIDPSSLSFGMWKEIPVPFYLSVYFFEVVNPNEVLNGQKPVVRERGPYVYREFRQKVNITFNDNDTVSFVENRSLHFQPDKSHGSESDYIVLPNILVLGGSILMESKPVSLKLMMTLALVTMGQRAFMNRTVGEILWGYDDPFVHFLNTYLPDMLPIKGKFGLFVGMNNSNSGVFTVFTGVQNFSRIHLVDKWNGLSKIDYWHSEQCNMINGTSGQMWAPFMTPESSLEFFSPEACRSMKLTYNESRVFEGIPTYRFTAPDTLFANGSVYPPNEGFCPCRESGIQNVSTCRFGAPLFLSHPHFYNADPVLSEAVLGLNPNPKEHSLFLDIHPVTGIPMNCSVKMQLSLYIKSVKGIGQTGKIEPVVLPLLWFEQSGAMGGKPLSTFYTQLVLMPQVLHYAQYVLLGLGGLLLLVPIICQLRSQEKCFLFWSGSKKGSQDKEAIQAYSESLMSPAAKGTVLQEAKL
Wnt bcat act = Wnt/beta-catenin pathway activators, primary screen, cell-based, plate reader, single point; Wnt/beta-catenin reporter cell assay, activator; 1.2% of 300,000 active; AID 743398, 2014; activation, % at 9.35 µM; in the data active = activation above about 30%, passing the limit was not always enough; inconclusive = no clear call, values can overlap the other calls;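 note: 0% = neutral control wells and 100% = positive control wells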
phage Ecoli inh = growth loss of phage-infected E. coli, primary screen, RecBCD inhibitor project, absorbance, with phage, HTS. AID 651602, 2012. inhibition, % at 11.9 µM. 0.26% of 360,000 active; in the data active = inhibition above about 11%
SR-BI uptake up = activators of SR-BI mediated DiI-HDL uptake, primary screen, ldlA[mSR-BI] CHO cells, DiI fluorescence; 0.096% of 320,000 active; activation, % at 12.5 µM; 3 h; 100 = double the neutral-control signal;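 active = mean replicate activation of at least 60% and every replicate at or above 60%; inconclusive = mean or all-replicate condition met, but not both; inactive = mean below 60% and not all replicates reaching 60%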;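 note: 0% = median plate neutral-control signal and 100% = twice that signal; values of inactives mirror those of a sister screen read the other way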
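Material – SR-BI-overexpressing, LDLR-lacking CHO cells · Medium – BSA-supplemented, HEPES-buffered Ham's F12, pH 7.4 · Doses – single concentration · Times – compound with DiI-HDL co-incubation, 3 h at 37 °C · Measured by – bottom-read fluorescence, 550/595 nm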
CAL PDZ FP-2 = untagged CAL PDZ binding inhibitors, primary screen, biochemical, fluorescence polarization, HTS | Golgi-associated PDZ and coiled-coil motif-containing protein (Homo sapiens), Q9HD26 | purified CAL PDZ, TMR-peptide fluorescence polarization, 1 h | inhibition, % at 24.9 µM | 0.92% of 300,000 active | AID 602252, 2012;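 active = mean inhibition of at least 30% with at least half of replicates also reaching 30%; inconclusive = no clear call, values can overlap the other calls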;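 note: 0% = DMSO neutral control and 100% = excess unlabeled competitor peptide PRC23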
Ecoli viability = E. coli V3065 growth inhibition, primary screen, counter-screen for AddAB inhibitor project, absorbance, OD600. 0.27% of 330,000 active. inhibition, % at 11.9 µM. 18 h;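 active = inhibition above the campaign's mean inhibition across all tested compounds plus 3 SD, cut at about 9.9% in these data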;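 note: uninfected addAB+ strain grown without phage in ampicillin broth; 0% = DMSO wells and 100% = ciprofloxacin 0.95 µg/ml wells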
AddAB inh = growth inhibition of E. coli expressing H. pylori AddAB, primary screen, AddAB inhibitor project, absorbance | inhibition, % at 11.9 µM | 0.29% of 330,000 active | AID 435030, 2010; in the data active = inhibition above about 12%;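 note: 0% = vehicle wells of infected cells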
* = called active by the depositor; ? = inconclusive; . = no result given.

SMILES	MITF TRPM1 HTS	Tat transport	CAL PDZ FP-1	SR-BI HDL uptake	Wnt bcat act	phage Ecoli inh	SR-BI uptake up	CAL PDZ FP-2	Ecoli viability	AddAB inh
CN1C(=O)CSC1=Nc1cccc(Cl)c1	1	1	.	1	-1	3.2	-1	-1	1.1	2.0
COc1ccc(C=O)cc1Cn1c(=O)n(CCC(=O)NCc2ccco2)c(=O)c2sccc21	-4	-9	-1.8	15	4	1.5	-15	-11	0.1	0.6
COCCCNS(=O)(=O)c1ccc(S(=O)(=O)N2CCCC2)cc1	-5	7	-0.6	0	-1	2.2	0	-2	-2.0	0.6
CC(=O)Nc1ccccc1OCc1cnc(Cl)s1	8	-1	-2.2	-27	-1	0.8	27	.	1.8	2.4
COc1ccc(C(=O)NCc2nnc(SCC(=O)Nc3nc4ccc(C)cc4s3)o2)cc1OC	-6	-8	-1.3	3	11	2.4	-3	0	1.1	3.8
Cc1ccc(S(=O)(=O)NCCn2cnc([N+](=O)[O-])n2)cc1	-5	-4	0.6	-13	-2	2.1	13	3	-2.1	0.7
CC(C)C(=O)N1CCC(n2nccc2NC(=O)CCOc2ccccc2)CC1	6	1	-1.6	3	-1	2.3	-3	-7	.	.
Cc1ccc(CNC(=O)C2CCC(CNS(=O)(=O)c3cccc4cccnc34)CC2)cc1 (centres undefined)	-4	10	-2.2	9	-2	2.3	-9	-3	-0.4	-0.5
CC1CCCCN1S(=O)(=O)c1ccc(S(=O)(=O)N(CC(=O)Nc2ccccc2)Cc2cccs2)cc1 (centres undefined)	5	18	-2.5	14	-14	1.5	-14	-2	0.3	0.5
CCNc1nc(NC(N)=S)nc(NC(C)(C)C)n1	-9	0	.	17	0	4.5	-17	4	-0.8	-2.5
Cc1occc1C(=O)Nc1ccc(Br)cc1F	71	-2	-1.8	13	?	2.3	-13	-1	0.4	0.3
O=C(COC(=O)/C=C/c1cn(-c2ccccc2)nc1-c1cccnc1)Nc1ccc(Cl)cc1Cl	-52	8	-0.3	3	.	0.6	-3	-5	-0.7	-0.3
COc1ccccc1N1CCN(C(=O)CCc2nnc3ccc(N4CCCC4)nn23)CC1	-2	1	-1.9	-10	-2	0.6	10	-3	-0.1	2.7
CC(=O)Nc1ccc(S(=O)(=O)N(C)c2ccc(O)cc2)cc1	4	11	-4.9	10	-6	0.6	-10	-4	-2.3	-0.7
O=C(CSc1nnc(-c2ccc([N+](=O)[O-])cc2)o1)Nc1ccccn1	6	-12	0.4	-10	10	2.8	10	-4	2.1	3.4
CCOc1cc(C(=O)NCc2ccco2)cc(OCC)c1OCC	.	-6	-1.6	20	-3	2.7	-20	1	1.3	3.7
Cc1cccc(C(=O)NNC(=O)c2ccc(Br)cc2)c1	11	7	-1.6	-2	2	-0.8	2	-3	0.0	0.8
CCN(CC(=O)NCc1cccs1)C(=O)c1ccc(S(=O)(=O)N(CC)c2ccccc2)cc1	-4	-3	-0.7	-9	1	0.3	9	3	-1.6	-0.4
C=CCNC(=O)C12CCC(C)(C(=O)C1Br)C2(C)C (centres undefined)	-1	1	-0.7	-11	.	2.2	11	-8	0.7	4.1
COC(=O)c1ccc(Cn2cc(C(F)(F)F)cc([N+](=O)[O-])c2=O)cc1	-19	0	0.1	-5	-9	4.2	5	0	0.7	5.8
CCCCNC(=O)CSc1nc2ccc(C)cc2[nH]1	-9	-3	-0.3	-12	-2	4.1	12	.	-1.0	-0.2
COc1ccc(C(CNC(=O)COc2ccccc2C#N)N2CCOCC2)cc1 (centres undefined)	-12	1	-1.5	.	-1	-0.7	.	3	-1.6	0.2
CC(C)CNC1CS(=O)(=O)CC1O (centres undefined)	9	-1	-0.8	-31	0	0.8	31	-2	-0.8	-0.4
COc1ccc(C(=O)NCCc2ccccc2)cc1[N+](=O)[O-]	31	3	.	6	3	2.7	-6	-4	-2.3	4.1
Cc1nc(SCCOc2ccccc2)[nH]c(=O)c1Cc1ccccc1	-4	-1	0.8	8	-5	2.9	-8	-1	1.2	3.6
CN1CCN(C(=O)C2=C[C@@H](C3CC3)C[C@@H](OCc3ccc(CO)cc3)O2)CC1	-9	7	-0.1	-21	-1	3.4	21	-3	-2.5	-2.2
O=C1CC(SCCc2nc3ccccc3[nH]2)C(=O)N1c1ccc(F)c(Cl)c1 (centres undefined)	-4	-6	-1.4	-15	.	3.1	15	-5	-1.3	1.2
CC(=O)NC12CC3CC(C1)CC(C(=O)OCC(=O)Nc1ncc(Cl)cc1Cl)(C3)C2	-2	-12	-0.8	-23	-8	1.7	23	-1	-2.5	1.5
COc1ccc(C)cc1NC(=O)C1CCCCN1S(=O)(=O)c1ccccc1 (centres undefined)	-10	3	-1.1	32	-2	2.0	-32	.	0.4	0.8
CC(C)c1ccc(C(=O)NCc2ccc(Cl)cc2)cc1	52	-8	0.7	2	.	4.1	-2	-5	3.8	4.1

Continuation.
SMILES	MITF TRPM1 HTS	Tat transport	CAL PDZ FP-1	SR-BI HDL uptake	Wnt bcat act	phage Ecoli inh	SR-BI uptake up	CAL PDZ FP-2	Ecoli viability	AddAB inh
CCOc1ccc(C(=O)NCC(=O)N2CCCC2)cc1	7	-5	-1.0	7	2	1.3	-7	-3	-1.4	1.8
COc1ccccc1CNC(=O)Cc1cc(=O)[nH]c(=O)[nH]1	.	13	-0.4	-21	1	-0.2	21	.	-0.6	0.6
O=S(=O)(c1cccc(-c2nc3ccccc3s2)c1)N1CCCC1	14	4	-1.6	10	-4	4.1	-10	.	-0.9	1.5
CCN(CC)S(=O)(=O)c1cc(NC(=O)Cc2ccsc2)ccc1C	-10	-1	0.0	14	0	1.6	-14	-6	-2.3	3.6
c1cncc(-c2csc(NCc3ccco3)n2)c1	61	-3	0.0	-1	12	2.5	1	-5	2.3	4.5
CCCCOC(=O)n1ccc(C(=O)Nc2ccccc2OC)n1	5	-3	-3.9	3	.	2.1	-3	-2	-0.9	0.2
COc1cccc(C2(C)NC(=O)N(CC(=O)c3cc(C)n(C4CC4)c3C)C2=O)c1 (centres undefined)	6	2	-3.5	-1	2	2.3	1	0	-1.9	3.6
CC(NC(=O)CCCc1nnc2n(C)c(=O)c3sccc3n12)c1ccccc1 (centres undefined)	-3	-3	-1.8	-25	0	-0.3	25	-2	1.4	2.1
COc1ccccc1C(=O)N1CCN(Cc2cccnc2)CC1	10	-2	-1.2	-14	-1	1.4	14	1	-0.1	1.5
S=C(NCC1CCCO1)c1ccc(Br)cc1 (centres undefined)	.	5	1.0	-25	0	1.2	25	-3	-1.0	1.8
Cc1ccc(NS(=O)(=O)c2cccs2)c(C)c1	1	-5	-2.5	7	4	0.9	-7	-7	-1.6	0.8
COc1cc(NS(=O)(=O)c2ccc(N/C=C(\C=O)c3nc4cc(Cl)ccc4o3)cc2)nc(OC)n1	-12	-7	-0.5	-7	.	4.2	7	0	7.0	8.4
COc1ccccc1-c1noc2ncnc(Nc3ccc4c(c3)OCO4)c12	4	9	-0.1	5	1	1.0	-5	-2	-1.1	3.2
O=C(NCc1ccccc1)C1CC(=O)N(C2CCCCC2)C1 (centres undefined)	0	0	-2.1	-9	-8	-0.4	9	-2	0.0	-2.4
CCOP(=O)(O)c1ccccc1OCCOCCOc1ccccc1P(=O)(O)OCC	2	5	-2.5	-26	-1	1.4	26	-2	-0.7	3.4
COc1ccc(CNC(=O)N2CCN(S(=O)(=O)c3ccc(C)cc3C)CC2)cc1	6	2	-0.7	-5	-4	1.8	5	-2	0.7	-1.1
O=C(c1cccc2ccccc12)C1CCCN(C(=O)c2ccc(N3CCOCC3)cc2)C1 (centres undefined)	11	7	-0.2	44	.	2.4	-44	-2	-1.0	0.7
CN(Cc1cccc2cnccc12)C(=O)c1cc(COc2ccc(F)cc2F)on1	1	-4	-1.5	18	?	2.2	-18	-6	.	.
COC(=O)c1ccc(CSc2nc3ccccc3c(=O)n2CC(C)C)o1	1	10	-0.8	18	.	3.0	-18	-2	-0.2	2.4
CC(C)c1ccc(NC(=O)N2CCCC2C(=O)Nc2ccc(-n3cnnn3)cc2)cc1 (centres undefined)	3	-6	-1.8	-4	3	1.2	4	-2	-1.8	1.2
CCn1c(NC(=O)Nc2ccccc2OC)nc2ccccc21	-7	-2	-1.0	11	.	2.5	-11	-4	4.7	3.0
O=C1Nc2ccccc2Nc2ccc([N+](=O)[O-])cc21	-11	-1	0.5	.	0	0.0	.	-3	-2.6	-0.5
Cc1cc(NC(=O)CSC2=NCCS2)no1	.	-2	0.4	-1	2	-0.8	1	-3	-0.1	0.7
CN1CCN(c2ccc([N+](=O)[O-])cc2C(=O)c2ccccc2)CC1	7	-10	0.6	-51	-2	2.8	51	-2	-1.7	2.5
Nc1nonc1C(=O)OCC(=O)c1ccc(Cl)cc1	0	-6	-0.2	16	-12	4.5	-16	.	-0.5	-0.8
CCCC(=O)Nc1ccc(C(=O)NNC(=O)c2ccco2)cc1	0	2	-1.0	0	-7	3.1	0	6	1.1	1.3
Nc1c(C(=O)NCc2ccccc2)c2nc3ccccc3nc2n1CCCN1CCOCC1	7	9	-1.2	-27	-6	-0.3	27	1	-1.5	2.4
Cc1nc2ncccn2c1-c1csc(Nc2ccccc2)n1	-5	1	-1.9	-1	-1	4.9	1	0	-3.0	-2.8
COc1cccc(/C=N/NC(=S)Nc2cccc(C(=O)O)c2)c1	4	1	-2.6	0	?	1.2	0	-5	-0.8	4.9
C[C@H]1CN([C@@H](C)CO)C(=O)c2cccc(NC(=O)c3ccncc3)c2O[C@H]1CN(C)C(=O)Nc1ccccc1	-3	-2	0.4	-2	-1	2.0	-3	-1	0.3	0.9
Cc1sc(NC(=O)CSc2nnnn2C2CCCCC2)c(C#N)c1C	-12	-2	1.2	-5	2	3.1	5	0	-0.6	-0.6
CCOc1c2ccc(C(=O)NCc3ccc(C)cc3)cc2nn1CCOC	8	11	-0.6	-18	1	2.6	18	-5	-0.9	2.0
COc1c2c(c3c(c1OC)c(=O)c1ccccc1n3C)OCO2	-8	3	0.5	-17	1	4.0	17	.	.	.

Bioassay records deposited in PubChem BioAssay by several laboratories.
